ROC1-CUL1 inh: inhibitors of human ROC1-CUL1 ubiquitin ligase activity. inhibition, % at 10 µM. in vitro K48 di-Ub FRET, acceptor:donor ratio, 45 min. actives 0.6% (n = 140,000). P62877+Q13616; in the data active means inhibition above about 25%
Target sequence (P62877 whole entry, looked up): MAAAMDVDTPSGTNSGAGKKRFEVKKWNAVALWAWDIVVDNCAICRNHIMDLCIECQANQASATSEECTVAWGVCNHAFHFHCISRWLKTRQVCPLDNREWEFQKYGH
Target sequence (Q13616 whole entry, looked up): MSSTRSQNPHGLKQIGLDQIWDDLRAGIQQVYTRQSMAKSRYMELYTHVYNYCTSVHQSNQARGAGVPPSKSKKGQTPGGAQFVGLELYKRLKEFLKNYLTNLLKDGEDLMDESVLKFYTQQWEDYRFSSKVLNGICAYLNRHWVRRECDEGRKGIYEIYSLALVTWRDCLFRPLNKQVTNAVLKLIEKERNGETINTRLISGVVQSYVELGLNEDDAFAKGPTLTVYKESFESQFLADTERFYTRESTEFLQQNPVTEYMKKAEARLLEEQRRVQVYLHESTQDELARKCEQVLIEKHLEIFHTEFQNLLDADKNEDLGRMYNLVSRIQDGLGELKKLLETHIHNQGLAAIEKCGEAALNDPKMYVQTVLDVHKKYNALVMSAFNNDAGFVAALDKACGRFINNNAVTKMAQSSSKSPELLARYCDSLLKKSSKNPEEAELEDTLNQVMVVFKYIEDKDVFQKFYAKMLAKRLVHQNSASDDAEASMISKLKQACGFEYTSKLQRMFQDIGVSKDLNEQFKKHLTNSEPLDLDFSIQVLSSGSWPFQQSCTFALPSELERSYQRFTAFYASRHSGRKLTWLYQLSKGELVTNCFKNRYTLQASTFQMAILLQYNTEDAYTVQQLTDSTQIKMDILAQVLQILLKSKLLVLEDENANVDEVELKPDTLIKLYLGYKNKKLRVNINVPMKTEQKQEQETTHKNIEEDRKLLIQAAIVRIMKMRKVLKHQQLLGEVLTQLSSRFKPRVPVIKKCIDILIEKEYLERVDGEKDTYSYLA
* hit, by the source's call.

SMILES	ROC1-CUL1 inh
Cc1ccc(-n2nnc(C(=O)Nc3ccccc3F)c2C)cc1C	2
Cn1c(-c2ccc(Oc3ccc(-c4csc(=S)n4C)cc3)cc2)csc1=S	-6
CN1CCN(C(=O)c2cccc3c2Oc2nc4ccccc4nc2O3)CC1	0
CCn1c(COc2ccc(C(C)C)cc2)nnc1SCC(=O)Nc1cccc2ccccc12	6
CCOC(=O)c1cc(=O)c2ccc(OC)cc2o1	-2
O=C(CSc1nc2scc(-c3ccco3)c2c(=O)n1-c1ccccc1)c1ccc(F)cc1	97*
CCc1ccc(N2CCN(S(=O)(=O)N(C)C)CC2)cc1	0
Cn1cnc2c1c(=O)n(Cc1ccccc1Cl)c(=O)n2C	-1
S=c1[nH]nc(Cn2nnc3ccccc32)n1C1CCCCC1	-1
Nc1c2c(nc3sc4c(c13)CCCC4)-c1ccccc1CC2	-5
Cc1noc(C)c1S(=O)(=O)N1CCC(C(=O)N2CCN(c3ccccc3)CC2)CC1	1
CC(C)c1cccc(C(C)C)c1N1C(=O)c2ccc(N)cc2C1=O	8
Cc1nc2sc3c(c2c(=O)n1-n1cccc1)CCCC3	0
COc1cc(=O)[nH]c(=O)n1Cc1ccccc1	1
N=C1S/C(=C\c2ccc(-c3cccc(F)c3)o2)C(=O)N1c1ccc(Cl)cc1Cl	0
CCCCC1CN(CCC(=O)NCCc2ccncc2)Cc2ccccc2O1 (stereo not given)	1
CCc1cccc(CC)c1N(COC)C(=O)Cn1c(CC)nc2ccccc21	7
CC1=C(C(=O)OCc2ccccc2)C(c2ccc(Cl)cc2Cl)N2C(=O)CCSC2=N1 (stereo not given)	6
CCCCc1ccc(NC(=S)NCCc2ccc(S(N)(=O)=O)cc2)cc1	4
COc1ccc(OC)c(Nc2nc(-c3ccc(Cl)cc3Cl)nc3ccccc23)c1	8
Cc1cc([N+](=O)[O-])ccc1NC(=O)CSc1nnc(Cc2ccccc2)n1C	-1
COc1ccc(OC)c(NC(=O)N2c3ccccc3Sc3ccccc32)c1	1
CCCOc1ccc(-c2nc3ccccc3c(=O)o2)cc1	-3
O=C(C1CCC1)N1CCc2c([nH]c3ccccc23)C1c1ccccn1 (stereo not given)	3
COc1ccc(C2Sc3ccccc3N=C3c4ccccc4C(=O)C32)cc1 (stereo not given)	-6
CS(=O)(=O)N(CC(=O)NCc1ccccc1Cl)c1cc(Cl)ccc1Cl	-11
COc1ccc(C(=O)Nc2nnc(S(=O)(=O)N(CC(C)C)c3ccc(C)cc3)s2)cc1OC	1
Cc1cc(C)nc(SCc2nnc(SCC(=O)NNC(=O)Cc3ccccc3)n2-c2ccccc2)n1	10
O=C(NCc1ccccc1)C1CCN(C(=O)c2ccccc2F)CC1	-3
CCOc1cc(C#N)c(NC(=O)c2ccc(F)cc2)cc1OCC	-4
COc1ccc(-c2nnc(C3CC=CCC3)o2)cc1 (stereo not given)	4
CCS(=O)(=O)N1CCc2cc(C(=O)NCc3ccc(OC)cc3)ccc21	-3
CC(C)C1=CC23CCC4C(C)(C(=O)O)CCCC4(C)C2CC1C1C(=O)N(c2cccc(C(=O)O)c2)C(=O)C13 (stereo not given)	5
CCOC(=O)CCn1cnc2onc(-c3cc(OC)ccc3Cl)c2c1=O	-4
Cc1ccc(-c2nc3ncccc3o2)cc1NC(=S)NC(=O)C(c1ccccc1)c1ccccc1	-2
CCc1nn2c(-c3ccccc3OC)ccnc2c1-c1ccc(F)cc1	-14
Cn1c(COc2ccccc2)nnc1SCC(=O)Nc1ccc(Cl)cc1Cl	5
C=CCOc1cc(Cl)c(C2NC(=O)N=C(c3ccccc3)C2C(=O)OCC)cc1OCC (stereo not given)	5
COc1cccc(-c2nc(-c3ccc(-c4ccccc4)nc3OC)no2)c1	-10
O=C(CC1(c2ccccc2Cl)CC(=O)N(C2CCCC2)C1=O)N1CCN(C2CCCC2)C(=O)C1 (stereo not given)	-1
COc1cc(OC)c(Nc2cc(C)nc3ncnn23)cc1Cl	-2
COC(CNC(=S)Nc1cccc(Cl)c1C)OC	-4
COc1ccccc1C1CN=NC12CCCc1ccccc1C2=O (stereo not given)	-8
COCCCNc1nc2nonc2nc1NC[C@@H]1CCCN2CCCC[C@H]12	0
CCC(C)c1ccccc1OCC(=O)Nc1cccc(Cl)c1Cl (stereo not given)	-9
COc1cc(CC2(CCC(=O)N3CCC(c4ccccc4Cl)C3)CCC(=O)N2)ccc1F (stereo not given)	-3
N#CC1CCC(c2ccccc2)CCCC1=N (stereo not given)	-10
CCOc1ccc(CC2=NC(=O)NC2=O)cc1Br	15
Clc1nc(-c2ccccc2)cc2ccccc12	-2
COc1cccc(N2CCN(c3ccncc3S(=O)(=O)N3CCCCC3)CC2)c1	9
O=C1CC(NCc2cccnc2)CN1CCc1ccccc1 (stereo not given)	18
COCc1[nH]nc2c1C(c1cc(OC)c(OC)c(OC)c1)C(C#N)C(=N)O2 (stereo not given)	-19
Cc1ccc2c(Cl)c(C(=O)Nc3nn[nH]n3)sc2c1	-1
O=S(=O)(CCc1ccccc1)Oc1c(Cl)cc(Cl)cc1Cl	10
CCOC(=O)c1ccc2c(c1)N(Cc1ccc(F)cc1Cl)C(=O)c1ccccc1S2(=O)=O	-3
COc1ccc(NS(=O)(=O)c2cc(-c3onc(C)c3C)ccc2C)c(OC)c1	-7
COc1ccc(/C=N/Nc2nc3c(s2)CCCC3)cc1	55*
COc1ccc(CCNc2ncnc3sc(-c4ccccc4)cc23)cc1OC	11
O=C(CN1CCOCC1)c1csc2ccccc12	-1
O=C(NCc1ccc2c(c1)OCO2)c1ccc2c(c1)C(=O)N(Cc1cccnc1)C2=O	6
Additional entries follow.
SMILES	ROC1-CUL1 inh
Cc1ccc(CN2CCC(C(=O)O)CC2)cc1	14
O=C(CC1(c2ccccc2Cl)CC(=O)N(C2CCCC2)C1=O)N1CCC(c2ccncc2)CC1 (stereo not given)	6
COc1ccc(-c2cn3nc(SCC(=O)Nc4ccccc4F)ccc3n2)cc1	1
Cc1ccc2c(c1)C1(C(=O)N2)C(C#N)C(=N)OC2=NCCC21 (stereo not given)	-5
O=C(Cc1cccs1)NNC(=O)c1cccc(COc2ccc(Cl)cc2)c1	-6
COC(=O)N1N=Cc2ccccc2C1C#N (stereo not given)	10
CCc1[nH]nc2c1C(c1ccc(Cl)s1)C(C#N)C(=N)O2 (stereo not given)	-4
O=C(c1ccc(F)cc1)N1CCCC(c2ccccc2)C1 (stereo not given)	5
CN(Cc1ccccc1)c1ncccc1CNC(=O)c1ccc(=O)[nH]c1	-6
N#Cc1cccnc1N1CCc2[nH]nc(Cc3cccs3)c2C1	-1
CCc1ccc(CN(CCOC)CC2CCCN(C3Cc4ccccc4C3)C2)o1 (stereo not given)	-4
CC(=O)c1cc(-c2ccccc2)n(CCC(=O)NCc2ccc(C)cc2)c1C	4
O=C(CSc1ccc(Br)cc1)Nc1cc(F)ccc1F	2
COCCNC(=O)c1ccc(F)c(S(=O)(=O)N2CCC(C)CC2)c1	4
C/C(=N\NC(=O)C1c2ccccc2Oc2ccccc21)c1cc(Cl)sc1Cl	-1
C=CC[C@@H]1CC=C[C@@H](C)N1C(=O)CC1(c2ccccc2Cl)CC(=O)N(C2CCCC2)C1=O (stereo not given in full)	-8
CN1C2=C(C#N)C(=N)CC(=O)N2c2ncccc21	-13
CCOc1ccc(/C=C2/SC(=O)N(Cc3cccc(C(=O)O)c3)C2=O)cc1	-1
NS(=O)(=O)c1ccc(N=C2CC(=O)Oc3ccccc32)cc1	4
O=C1c2ccc(F)cc2C(=O)N1c1cccnc1	-15
Cc1ccc2oc(-c3cccc(NC(=O)c4ccc(C)c5ccccc45)c3)nc2c1	-3
CCCc1nn2c(=O)cc(COC(=O)C3CCCCC3)nc2s1	3
CN(C)c1cc(NC(=O)CN2CCCCCC2)c2ccccc2n1	-5
Cn1c(SCC(=O)Nc2ccccc2F)nc2c([nH]c3ccccc32)c1=O	-5
CCCCn1c(=NC(=O)C(C)(C)Oc2ccc(Cl)cc2)c(C(=O)OCC)cc2c(=O)n3ccccc3nc21	-12
Cc1ccc(CSc2nnc(NC(=O)c3sc4cc(C)ccc4c3Cl)s2)cc1	6
COc1ccc(NCC(O)Cn2c(-c3ccccc3)c(-c3ccccc3)c3cc(C)cc(C)c32)cc1 (stereo not given)	2
CCOc1ccccc1NC(=O)C1C(C)=NC(=O)NC1c1ccc(OC)cc1OC (stereo not given)	3
O=S(=O)(NC1CCCCCC1)c1ccc(-c2ccccc2)cc1	-10
CCc1cccc(C)c1Nc1c(-c2ccccc2)nc2sccn12	1
Cc1cc(N2CCOCC2)c2c(N)c(Br)cc(C)c2n1	-1
O=C(Nc1cccc(NC(=O)c2cc(I)ccc2Cl)c1)c1ccco1	3
COc1ccc(C(c2cc(Cl)c3cccnc3c2O)N2CCN(C)CC2)cc1 (stereo not given)	5
O=C(NC(NCC1CCCO1)C(Cl)(Cl)Cl)c1ccccc1 (stereo not given)	2
COc1ccccc1N(Cc1cc2cccc(C)c2[nH]c1=O)C(=O)COc1ccccc1	15
C=CCn1c(SCC(=O)Nc2ccc(F)cc2)nc2scc(-c3ccc(F)cc3)c2c1=O	5
COc1ccc(CN2CCc3c(c(=O)n4ncc(C(=O)N5CCN(c6ccc(F)cc6)CC5)c4n3C)C2)cc1	-1
COc1cc(NC(=O)c2nc3cc(C)c(C)cc3n(C)c2=O)cc(OC)c1OC	4
COc1ccc(CCNC(=O)C(=O)NCC(c2cccs2)S(=O)(=O)c2cccs2)cc1 (stereo not given)	-5
CCc1ccc(CN(C)C(=O)c2cc(Cn3ccc4ccccc43)[nH]n2)nc1	0
Clc1ccccc1CN1CCc2nc(N3CCN(c4ncccn4)CC3)ncc2C1	-11
c1cc2c(cc1N1CCCCC1)=NC1(CCCCC1)N=2	13
Cc1cccc(/C=N/NC(=O)c2ccc(Cn3nc(C)cc3C)cc2)n1	0
Cc1ccc(CN2C[C@H]3OC(=O)N(C4CCCC4)[C@H]3C2)cc1C	-4
O=C(NC1CCCCCCC1)C1CCN(C(=O)c2ccccc2F)CC1	20
COc1ccc(-c2csc(NC(=O)c3cccc4c3-c3ccccc3C4=O)n2)cc1	-7
Cc1cc(C)c2c(N)c(C)sc2n1	-3
COC(=O)c1sc(C(=O)OC)c2c1CSC2	10
CCCN1CCC(NC(=O)C(C)Oc2ccc(C)c(C)c2)CC1 (stereo not given)	3
OCCNc1nc(Nc2cccc(O)c2)nc2ccccc12	0
Cc1cc(C)nc(SCc2nnc(SCC(=O)Nc3sc4c(c3C#N)CCCC4)n2-c2ccccc2)n1	3
c1ccc(-c2noc3c2CN(Cc2cccn2-c2ccccn2)CC3)cc1	6
O=C1NN=CC(=N/N=C\c2ccc(F)cc2)C1Cl (stereo not given)	-1
COc1ccc(-c2cn3nc(N4CCC(C(=O)NCc5ccc(F)cc5)CC4)sc3n2)cc1	-8
CC(C)N1CCNC(=O)C1CC(=O)N1CCCCCCC1 (stereo not given)	7
O=C(CSc1nnc(-c2cccs2)n1-c1ccccc1)Nc1ccc(F)cc1	1
Cc1ccc(NC(=O)/C=C/c2ccccc2)c(Br)c1	6
CC(=O)N1CCC(C(=O)N2CCN(c3ccccc3)CC2)CC1	-4
CCn1cc([N+](=O)[O-])c(C(=O)N2c3ccc(F)cc3CCC2C)n1 (stereo not given)	5
C=CCc1c(C)c2ccc(OCC(=O)c3ccc(C)cc3)cc2oc1=O	8
Later entries
SMILES	ROC1-CUL1 inh
O=S(=O)(Cc1ccccc1)NCc1ccc2c(c1)OCO2	-2
CC(C)(O)C#Cc1ccc(CN2CCOc3ccc(C(O)C4CCCCC4)cc3C2)cc1 (stereo not given)	10
COc1ccc2c(C)cc(SCC(=O)Nc3nsc(-c4ccc(C(C)(C)C)cc4)n3)nc2c1	-8
CC(C)(Oc1ccc(C2CCCCC2)cc1)C(=O)O	66*
COc1ccc(CNS(=O)(=O)c2ccc3c(c2)NC(=O)C(C)C(=O)N3)cc1 (stereo not given)	-1
COc1ccc(-c2cc(-c3ccccc3)nc(SCC(=O)Nc3cc(C)on3)c2C#N)cc1	2
Cc1cccc(NS(=O)(=O)Cc2ccccc2)n1	1
CCNC(=S)N1CCN(CCN=C(C)C2C(=O)N(c3nc4ccccc4s3)N=C2C(F)(F)F)CC1 (stereo not given)	5
CCOc1ccc(NC(=O)Cn2c(=O)n(Cc3nc(-c4ccccc4)no3)c(=O)c3cc4c(cc32)OCO4)cc1	3
NC(=O)c1ccccc1OCCOc1ccccc1	18
COc1ccc(C(=O)/C=C/c2ccc(C(C)(C)C)cc2)cc1	-4

Rewritten as a markdown table: part of the list above
| Molecule | ROC1-CUL1 inh |
| --- | --- |
| c1ccc(-c2noc3c2CN(Cc2cccn2-c2ccccn2)CC3)cc1 | 6 |
| O=C1NN=CC(=N/N=C\c2ccc(F)cc2)C1Cl (stereo not given) | -1 |
| COc1ccc(-c2cn3nc(N4CCC(C(=O)NCc5ccc(F)cc5)CC4)sc3n2)cc1 | -8 |
| CC(C)N1CCNC(=O)C1CC(=O)N1CCCCCCC1 (stereo not given) | 7 |
| O=C(CSc1nnc(-c2cccs2)n1-c1ccccc1)Nc1ccc(F)cc1 | 1 |
| Cc1ccc(NC(=O)/C=C/c2ccccc2)c(Br)c1 | 6 |
| CC(=O)N1CCC(C(=O)N2CCN(c3ccccc3)CC2)CC1 | -4 |
| CCn1cc([N+](=O)[O-])c(C(=O)N2c3ccc(F)cc3CCC2C)n1 (stereo not given) | 5 |
| C=CCc1c(C)c2ccc(OCC(=O)c3ccc(C)cc3)cc2oc1=O | 8 |
| O=S(=O)(Cc1ccccc1)NCc1ccc2c(c1)OCO2 | -2 |
| CC(C)(O)C#Cc1ccc(CN2CCOc3ccc(C(O)C4CCCCC4)cc3C2)cc1 (stereo not given) | 10 |
| COc1ccc2c(C)cc(SCC(=O)Nc3nsc(-c4ccc(C(C)(C)C)cc4)n3)nc2c1 | -8 |
| CC(C)(Oc1ccc(C2CCCCC2)cc1)C(=O)O | 66* |
| COc1ccc(CNS(=O)(=O)c2ccc3c(c2)NC(=O)C(C)C(=O)N3)cc1 (stereo not given) | -1 |
| COc1ccc(-c2cc(-c3ccccc3)nc(SCC(=O)Nc3cc(C)on3)c2C#N)cc1 | 2 |
| Cc1cccc(NS(=O)(=O)Cc2ccccc2)n1 | 1 |
| CCNC(=S)N1CCN(CCN=C(C)C2C(=O)N(c3nc4ccccc4s3)N=C2C(F)(F)F)CC1 (stereo not given) | 5 |
| CCOc1ccc(NC(=O)Cn2c(=O)n(Cc3nc(-c4ccccc4)no3)c(=O)c3cc4c(cc32)OCO4)cc1 | 3 |
| NC(=O)c1ccccc1OCCOc1ccccc1 | 18 |
| COc1ccc(C(=O)/C=C/c2ccc(C(C)(C)C)cc2)cc1 | -4 |

Assay outcomes: PubChem BioAssay, Icahn School of Medicine at Mount Sinai

Only part of the results is shown (hit frequency here may not be typical).
